# LYPLA1 inh – counter-screen for PME1 inhibitors: inhibitors of human LYPLA1 | 0.16% of 320,000 active | AID 2174 | recombinant LYPLA1, FP-Rh probe fluorescence polarization | inhibition, % at 5.9 µM | O75608;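 active = inhibition above the mean of all tested compounds plus 3 SD, set per campaign, cut at about 14% in these data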;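 also: inhibitors block serine hydrolase probe labeling of LYPLA1 so polarization falls; 0% = enzyme with DMSO and 100% = wells lacking LYPLA1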
# PME-1 inh – PME-1 (human) inhibition | inhibition, % at 5.9 µM | 0.53% of 320,000 active | recombinant PME-1, FP-Rh probe fluorescence polarization;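 active = inhibition above the campaign mean of all compounds plus 3 SD, cut at about 26% in these data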;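 also: competitive labeling of PME-1 active site by serine hydrolase directed probe; 0% = PME-1 with DMSO and 100% = wells lacking PME-1 enzyme; inhibitors block probe labeling so polarization falls and inhibition rises; many of its hits are not listed in these tables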
# PAD4 inh – inhibitors of human PAD4; Q9UM07; recombinant PAD4, RCA probe fluorescence polarization; inhibition, % at 6.36 µM; 0.41% of 330,000 active;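 active = percent inhibition above a cutoff equal to the mean of all tested compounds plus 3 SD, cut at about 15% in these data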;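 also: 0% = PAD4 with RCA probe and DMSO and 100% = probe without PAD4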
# Target sequence (Q9UM07 whole entry, looked up): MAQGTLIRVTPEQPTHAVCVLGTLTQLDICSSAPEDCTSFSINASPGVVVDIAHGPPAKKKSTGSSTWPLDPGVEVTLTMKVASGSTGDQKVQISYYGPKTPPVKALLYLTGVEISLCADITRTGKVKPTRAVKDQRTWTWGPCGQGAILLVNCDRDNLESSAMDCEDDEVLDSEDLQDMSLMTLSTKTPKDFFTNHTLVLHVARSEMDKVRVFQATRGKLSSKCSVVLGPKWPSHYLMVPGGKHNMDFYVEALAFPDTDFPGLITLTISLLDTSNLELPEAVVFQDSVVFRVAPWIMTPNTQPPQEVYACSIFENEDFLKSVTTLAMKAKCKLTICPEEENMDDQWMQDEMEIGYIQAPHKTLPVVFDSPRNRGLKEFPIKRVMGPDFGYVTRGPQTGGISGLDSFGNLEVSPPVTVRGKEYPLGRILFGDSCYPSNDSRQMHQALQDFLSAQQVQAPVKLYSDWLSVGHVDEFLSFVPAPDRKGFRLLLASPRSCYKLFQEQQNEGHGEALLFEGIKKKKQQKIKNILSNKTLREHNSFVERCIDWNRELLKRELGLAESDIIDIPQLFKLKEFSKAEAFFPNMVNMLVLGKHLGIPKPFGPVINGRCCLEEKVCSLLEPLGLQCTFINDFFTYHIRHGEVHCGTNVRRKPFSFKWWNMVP
# GSTO1 counter – blocks human GSTO1 in RBBP9 counter-screen; recombinant GSTO1, activity-based probe fluorescence polarization; inhibition, % at 5.96 µM; 1.1% of 300,000 active; AID 1974;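 active = inhibition above the campaign mean inhibition plus 3 SD, cut at about 35% in these data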;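 also: 0% = GSTO1-1 with DMSO and 100% = wells lacking GSTO1-1 enzyme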
# Target sequence (P78417 whole entry, looked up): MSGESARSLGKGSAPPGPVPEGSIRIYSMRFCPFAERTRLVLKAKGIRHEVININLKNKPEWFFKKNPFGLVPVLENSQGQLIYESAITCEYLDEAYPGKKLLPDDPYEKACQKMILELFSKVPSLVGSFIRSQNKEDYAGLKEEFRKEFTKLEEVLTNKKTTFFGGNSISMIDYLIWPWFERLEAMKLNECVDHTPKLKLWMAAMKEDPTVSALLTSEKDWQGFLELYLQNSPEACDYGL
# PAFAH1B3 inh – blocks human PAF acetylhydrolase 1B catalytic subunit 3. inhibition, % at 3.39 µM. recombinant PAFAH1B3, FP-rhodamine probe, fluorescence polarization. Q15102. AID 492972. 0.28% of 340,000 active;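 active = inhibition above the screen-wide average of all tested compounds plus 3 SD, cut at about 25% in these data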;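 also: 0% = enzyme with DMSO only and 100% = wells lacking PAFAH1B3 protein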
# PAFAH1B2 inh – PAFAH1B2 (human) inhibition | P68402 | recombinant PAFAH1B2, FP-rhodamine activity probe, fluorescence polarization | inhibition, % at 3.39 µM | 1.2% of 340,000 active | AID 492953;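 active = inhibition above the mean of all tested compounds plus 3 SD, cut at about 24% in these data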;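 also: 0% = enzyme with DMSO and 100% = wells lacking PAFAH1B2; many of its hits are not listed in these tables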
# pPAFAH FP inh – pPAFAH (human) enzyme inhibition; inhibition, % at 3.39 µM; 1.5% of 330,000 active; AID 463082; recombinant pPAFAH, FP-rhodamine probe fluorescence polarization;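 active = inhibition above the mean inhibition across the screen plus 3 SD, cut at about 25% in these data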;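 also: inhibitors block binding of the rhodamine activity-based probe so polarization drops; 0% = enzyme with DMSO and 100% = wells lacking pPAFAH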
# LYPLA2 inh – LYPLA2 (human) inhibition in PME1 counter-screen; inhibition, % at 5.9 µM; recombinant LYPLA2, FP-Rh probe fluorescence polarization; 0.38% of 320,000 active; O95372;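 active = inhibition above the screen-wide mean plus 3 SD, limit set per campaign, cut at about 26% in these data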;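 also: 0% = LYPLA2 with DMSO and 100% = wells lacking LYPLA2 enzyme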
# PAFAH2 FP inh – PAFAH2 (human) inhibition | recombinant PAFAH2, FP-rhodamine activity probe, fluorescence polarization | inhibition, % at 3.39 µM | 0.99% of 340,000 active | AID 492956;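 active = inhibition above the mean over all tested compounds plus 3 SD, cut at about 30% in these data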;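 also: inhibitors block probe labeling of enzyme so polarization drops; 0% = enzyme with DMSO and 100% = wells lacking PAFAH2 protein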
# Numbers without * were called inactive; . = not tested or not shown. A portion of the library (hit frequency here may not be typical).
SMILES,LYPLA1 inh,PME-1 inh,PAD4 inh,GSTO1 counter,PAFAH1B3 inh,PAFAH1B2 inh,pPAFAH FP inh,LYPLA2 inh,PAFAH2 FP inh
C=C1/C(=C\C=C2/CCC[C@]3(C)[C@@H]([C@H](C)/C=C/[C@@H](O)C4CC4)CC[C@@H]23)C[C@@H](O)C[C@@H]1O,-4,-2,-3,6,.,.,5,6,.
COc1ccc(CNC(=O)COC(=O)CN2C(=O)COc3ccccc32)cc1,4,-3,6,0,2,5,3,5,4
CCc1nnc(NC(=O)CSc2nnc(-c3ccccc3O)n2-c2ccc(C)cc2C)s1,0,-2,-3,10,11,-1,7,3,3
NC(Cc1ccc(Oc2ccc(O)cc2)cc1)C(=O)O (configuration not stated),0,1,-5,7,.,.,4,3,.
S=C1Cc2ccccc2C(c2ccc(Cl)cc2)N1 (configuration not stated),11,0,-3,-11,4,6,3,8,-4
N#C/C(=C\c1ccc(O)cc1)C(=O)N1CCCC1,-1,-4,0,5,6,2,-1,-4,-6
COC(=O)c1ccccc1NC(=O)CSc1nnc(C(CO)NC(=O)c2ccccc2)n1C (configuration not stated),0,0,4,1,4,-1,4,5,3
CC(C)c1ccc(C(=O)NCCCN(C)C)cc1,2,5,-3,2,6,0,2,14,0
COCCn1c(SCCCc2ccccc2)nc2c1c(=O)[nH]c(=O)n2C,0,10,-5,-9,4,10,9,1,4
CC12CC3CC(C)(C1)CC(C(=O)N1CCN(C(=O)c4ccco4)CC1)(C3)C2,0,2,-4,3,11,35*,6,1,6
CC1=C(C(=O)OCc2ccccc2)C(c2ccc(-c3ccccc3)cc2)NC(=O)N1CCCCCC(=O)O (configuration not stated),-1,12,1,0,4,4,46*,5,11
CCOc1ccccc1NC(=O)CSc1nnc(-c2ccccn2)n1Cc1ccco1,0,4,-5,-8,6,2,4,-4,1

# Structures listed above shown as hits in pPAFAH FP inh.
smiles | PME-1 inh | PAD4 inh | PAFAH1B3 inh | PAFAH1B2 inh | pPAFAH FP inh | PAFAH2 FP inh
CC1=C(C(=O)OCc2ccccc2)C(c2ccc(-c3ccccc3)cc2)NC(=O)N1CCCCCC(=O)O (configuration not stated) | 12 | 1 | 4 | 4 | 46* | 11

# Further structures
SMILES,LYPLA1 inh,PME-1 inh,PAD4 inh,GSTO1 counter,PAFAH1B3 inh,PAFAH1B2 inh,pPAFAH FP inh,LYPLA2 inh,PAFAH2 FP inh
CC#CC[N+](C)(C)CCCCCCCCCC,-1,-4,4,15,12,3,0,5,-2
COc1ccc(-n2nc(C(=O)NCC(=O)NC(C)C)c3ccccc3c2=O)cc1OC,-1,1,-6,-2,0,-8,-2,7,1
Cc1ccc(C)c(N2CCN(C(=O)CCc3nc(-c4ccc(F)cc4)no3)CC2)c1,.,.,4,.,4,2,4,.,3
CC(NC(=O)COC(=O)c1ccc(S(=O)(=O)N2CCOCC2)cc1)c1ccccc1 (configuration not stated),.,.,4,.,8,8,1,.,-2
CCOc1ccccc1CN1C(=O)C2(OCCO2)c2ccccc21,-3,-5,-1,2,-1,2,3,-6,-2
O=C1C=C(c2ccc(F)nc2)CCC1,1,2,-1,-6,12,-1,5,-2,3
CN(CCC#N)C(=O)COC(=O)c1ccc(Cl)c(S(N)(=O)=O)c1,-2,-8,-1,1,5,10,-2,-7,-1
C(=N\n1cnc2ccccc21)/c1cccnc1,3,-1,-2,2,5,0,-1,0,-1
Cc1cc(-c2nnco2)c(C)n1-c1ccccc1,-1,-6,-5,-6,1,5,4,0,-1
Cc1noc(NS(=O)(=O)c2ccc(NC(=O)C(C)C)cc2)c1C,2,4,-1,2,12,3,1,-3,-3
CC(=O)Nc1ccc(NC(=O)C(C)Oc2ccccc2C(=O)NCc2ccccc2)cc1 (configuration not stated),-1,3,0,.,5,5,1,5,-5
CCCCOc1ccc(NC(=O)c2cc(F)c(F)cc2Cl)cc1,-2,2,1,0,-1,-1,0,-4,0
CN(CCN1CCc2ccccc2C1)Cc1nc(-c2ccc3c(c2)OCO3)no1,-1,8,-4,-1,1,3,5,2,-14
CC(C)CN(C#N)c1nc(N2CCOCC2)nc(N2CCOCC2)n1,0,4,1,-1,3,2,7,-2,-4
O=C(COC(=O)Cc1ccsc1)Nc1ccc(Cl)cn1,-5,1,2,.,5,2,28*,-5,3
COc1ccc(CC(NC(C)=O)C(=O)NC2CCN(C(=O)c3ccc([N+](=O)[O-])cc3)CC2)cc1OC (configuration not stated),-1,-4,-2,22,3,2,1,4,2
CCOC(=O)c1c(NC(=O)CSc2ncn[nH]2)sc(C(=O)N(C)C)c1C,-2,-8,-1,12,-7,0,-8,1,2
O=[N+]([O-])c1cccc(S(=O)(=O)Nc2ccc(S(=O)(=O)Nc3nccs3)cc2)c1,-1,8,-2,8,6,0,2,0,2
Cc1ccc(-n2nc3c(=O)n(CC(=O)NCc4ccc(C)o4)nc(C)c3c2C)cc1,1,1,-1,5,1,4,1,-1,-5
O=C(CCCC(=O)N(c1ccc2c(c1)OCCO2)C(C(=O)NC1CCCCC1)c1ccc(Cl)cc1)Nc1ccccn1 (configuration not stated),-4,-9,-2,-1,3,-4,5,-6,-2
COc1ccc(NC(=O)C2CCC(CNS(=O)(=O)c3csc(C(N)=O)c3)CC2)cc1OC (configuration not stated),-4,-6,1,-1,6,1,3,0,3
O=C(CN1CCN(Cc2ccccc2Cl)C1=O)N1CCCCCC1,4,-1,-3,1,-3,1,2,4,-3
O=C(CCC1N=C2c3ccccc3N=C(SCc3cccc(Cl)c3)N2C1=O)NCc1ccco1 (configuration not stated),-4,8,-3,-2,-1,-2,13,-1,6
CC(C)C(=O)Nc1ccc(-c2ccc3nncn3n2)cc1,1,-1,0,-5,5,3,6,-2,5
NC(=O)CSc1nnc(Cn2c(=O)sc3ccccc32)n1-c1ccccc1,-2,-4,4,10,7,0,1,-7,0
COc1ccc(C(=O)OCC(=O)N2CCCCC2)cc1[N+](=O)[O-],0,-6,5,-1,4,5,2,4,8
CCN(CC)c1ccc(-c2nc3cnccc3n2C)cc1,-2,6,-1,-1,1,3,0,-4,3
O=S(=O)(NCc1ccc(F)cc1)c1ccccc1Br,-1,3,2,.,4,25*,1,2,1
CC(=O)Nc1cccc(C(=O)OCC(=O)c2ccccc2Cl)c1,-3,-3,0,-6,2,1,-5,1,25
COCCN(C(=O)CCCc1nc2ccccc2s1)c1c(N)n(CC(C)C)c(=O)[nH]c1=O,2,2,1,.,2,3,4,-2,4
COC(=O)C1(O)CC(C(C)C)=NN1C(=O)c1ccc(Cl)cc1 (configuration not stated),0,-4,-3,-13,8,0,-1,8,-2
CC(C)(CO)CN1CCC(n2nccc2NC(=O)C2CCCC2)CC1,-1,0,3,1,-5,4,0,-2,0
O=C(NC1CCCCC1)C1CCCN(S(=O)(=O)c2ccc(Br)s2)C1 (configuration not stated),-2,0,0,5,4,13,2,1,2
COc1cc(OC)c2ccc(=O)oc2c1C(CC(=O)N1CCOCC1)c1ccc(N(C)C)cc1 (configuration not stated),-4,-7,-4,6,-1,9,7,-9,0
COc1ccc(C)cc1NC(=O)CSc1nnc(-c2cc3cccc(OC)c3o2)n1N,-3,0,3,3,-2,1,4,3,2
O=C(N/N=C/c1ccc(-c2ccc([N+](=O)[O-])cc2)o1)c1cccnc1,2,-6,-2,-2,.,.,2,-1,.
CC(=O)Nc1ccc(-n2cc(-c3ccccc3)[nH]c2=S)cc1,0,10,-1,5,5,-2,9,0,4
CCOC(=O)C1CCCN(c2nc3ccccc3nc2NS(=O)(=O)c2ccc(C)cc2)C1 (configuration not stated),-4,-1,1,.,5,2,6,3,10
Cc1c(-c2ccccc2)n[nH]c1C(=O)N=Nc1c(O)[nH]c2ccccc12,-26,-49,-7,-12,-62,-29,-18,-60,-54
O=C(COc1ccccc1)Nc1cccc2nsnc12,-2,-4,-4,3,6,11,4,-2,-6
COc1cccc(OCc2cc(C(=O)NCCN3CCCCC3CO)no2)c1 (configuration not stated),-1,-1,1,-9,-2,3,7,1,-1
CN1CCN(CC(=O)O)CC1,0,3,4,6,0,1,0,6,-9
Cc1nc2ccc(NS(=O)(=O)c3ccccc3F)cc2s1,3,-7,5,.,-1,4,4,7,13
CCN(CC)S(=O)(=O)c1ccc(OC)c(NC(=O)c2cc(=O)[nH]c3ccccc23)c1,-1,-2,-7,-7,1,4,0,0,-5
COC(=O)c1c(NC(=O)c2ccccc2)sc(C(N)=O)c1C,-3,-4,4,-10,-1,-3,6,2,1
COc1ccc(S(=O)(=O)N2CCc3ccccc32)cc1C(=O)OCc1nnc(-c2ccccc2)o1,1,11,2,2,1,2,-4,8,12
Cc1c(CCC(=O)NCC(=O)NCC(=O)O)c(=O)oc2cc3oc4c(c3cc12)CCCC4,-2,-9,-8,4,4,4,9,1,-3
COc1cccc(CNC(=O)c2csc3c2CCCC3)c1,-5,6,2,0,2,-4,5,-1,9
O=C(N/N=C/c1ccccn1)c1cc(C2CC2)[nH]n1,0,-3,2,-4,9,0,5,0,0
O=C(O)/C=C/C(=O)NCCc1ccccc1,-4,3,5,17,6,8,-8,-4,-1
COC(=O)c1cc(Nc2cc(C)c3c(O)cccc3n2)cc(C(=O)OC)c1,-4,-2,-4,-5,2,6,10,-3,-2
CCc1ccc(NC(=O)C/C(C)=N/NC(=O)COc2ccc(C)cc2Br)cc1,-4,-10,-10,3,3,16,-6,-13,11
Cc1ccc(C(=O)OCC(=O)N2CCOCC2)c(C)c1,1,-2,-2,2,10,6,0,4,1
COc1ccc(CCNC(=O)COC(=O)c2cc(OC)c(OC)cc2OC)cc1OC,-3,7,-2,-6,5,-1,3,-4,2
CCOC(=O)C1(Cc2cccc(F)c2)CCN(Cc2cnn(CC)c2)CC1,-3,-3,4,1,2,3,-1,-1,2
CCSc1ccc(C(=O)Nc2cccc(C)n2)cc1[N+](=O)[O-],0,-5,-5,4,-4,1,6,-1,-5
CCOc1ccc(OCC)c(NC(=O)c2nnn(CC(=O)Nc3cc(C)cc(C)c3)c2N)c1,-9,-1,-4,-2,-1,4,5,-5,-3
CN1CCc2c1nc1ccccc1c2N (tested in a mixture with another compound),-2,1,-9,-3,-2,0,2,-1,-2
Cc1sc(NC(=O)C2=COCCO2)c(C(N)=O)c1C,-1,-1,2,3,0,4,1,0,4
CC(=O)CSc1ccc(S(=O)(=O)N2CCN(C)CC2)cn1,6,-1,0,.,18,7,0,6,4
# Continuation:
SMILES,LYPLA1 inh,PME-1 inh,PAD4 inh,GSTO1 counter,PAFAH1B3 inh,PAFAH1B2 inh,pPAFAH FP inh,LYPLA2 inh,PAFAH2 FP inh
C/C=C/C(=O)OCC(=O)Nc1cc(-c2cc(C)c(C)cc2C)nn1-c1ccccc1,-10,-4,-3,4,-4,-1,-5,-16,41*
O=C(CNC(=O)c1cccs1)OCC(=O)c1ccc([N+](=O)[O-])cc1,-4,-4,-5,3,3,6,-5,-4,1
CCN(CC)CCn1c2ccccc2c2cnc(N=CN(C)C)c(C#N)c21,0,9,2,4,2,-4,0,-1,2
Cc1ccc(C(=O)N/N=C/c2ccc(OC(=O)c3ccccc3Cl)cc2)cn1,-17,-38,-9,-1,-18,-16,-31,-40,-28
CC1Oc2ccccc2N(CC(=O)N2CCCc3ccccc32)C1=O (configuration not stated),-1,-2,-4,4,5,3,-3,8,-12
C/C(=N\Nc1cccc(C(F)(F)F)c1)c1ccc(O)cc1,-3,4,-1,3,5,-1,-1,-4,4
CC(C)(C)NC(=O)c1cc(F)c(F)cc1Cl,-3,2,3,4,5,2,2,-4,-3

# High-throughput results: PubChem BioAssay, The Scripps Research Institute Molecular Screening Center
